# NSD2 block: inhibitors of human NSD2, primary screen, biochemical, plate reader, single point | Histone-lysine N-methyltransferase NSD2 (Homo sapiens), O96028 | NSD2-SET H3K36me1 DELFIA fluorescence | inhibition, % at 12.5 µM | 44,000 compounds, 0.07% hits; in the data active = inhibition above about 54%, passing the limit was not always enough;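 also: inhibitors reduce the monomethyl H3K36 fluorescence signal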
# Target sequence (O96028 whole entry, looked up): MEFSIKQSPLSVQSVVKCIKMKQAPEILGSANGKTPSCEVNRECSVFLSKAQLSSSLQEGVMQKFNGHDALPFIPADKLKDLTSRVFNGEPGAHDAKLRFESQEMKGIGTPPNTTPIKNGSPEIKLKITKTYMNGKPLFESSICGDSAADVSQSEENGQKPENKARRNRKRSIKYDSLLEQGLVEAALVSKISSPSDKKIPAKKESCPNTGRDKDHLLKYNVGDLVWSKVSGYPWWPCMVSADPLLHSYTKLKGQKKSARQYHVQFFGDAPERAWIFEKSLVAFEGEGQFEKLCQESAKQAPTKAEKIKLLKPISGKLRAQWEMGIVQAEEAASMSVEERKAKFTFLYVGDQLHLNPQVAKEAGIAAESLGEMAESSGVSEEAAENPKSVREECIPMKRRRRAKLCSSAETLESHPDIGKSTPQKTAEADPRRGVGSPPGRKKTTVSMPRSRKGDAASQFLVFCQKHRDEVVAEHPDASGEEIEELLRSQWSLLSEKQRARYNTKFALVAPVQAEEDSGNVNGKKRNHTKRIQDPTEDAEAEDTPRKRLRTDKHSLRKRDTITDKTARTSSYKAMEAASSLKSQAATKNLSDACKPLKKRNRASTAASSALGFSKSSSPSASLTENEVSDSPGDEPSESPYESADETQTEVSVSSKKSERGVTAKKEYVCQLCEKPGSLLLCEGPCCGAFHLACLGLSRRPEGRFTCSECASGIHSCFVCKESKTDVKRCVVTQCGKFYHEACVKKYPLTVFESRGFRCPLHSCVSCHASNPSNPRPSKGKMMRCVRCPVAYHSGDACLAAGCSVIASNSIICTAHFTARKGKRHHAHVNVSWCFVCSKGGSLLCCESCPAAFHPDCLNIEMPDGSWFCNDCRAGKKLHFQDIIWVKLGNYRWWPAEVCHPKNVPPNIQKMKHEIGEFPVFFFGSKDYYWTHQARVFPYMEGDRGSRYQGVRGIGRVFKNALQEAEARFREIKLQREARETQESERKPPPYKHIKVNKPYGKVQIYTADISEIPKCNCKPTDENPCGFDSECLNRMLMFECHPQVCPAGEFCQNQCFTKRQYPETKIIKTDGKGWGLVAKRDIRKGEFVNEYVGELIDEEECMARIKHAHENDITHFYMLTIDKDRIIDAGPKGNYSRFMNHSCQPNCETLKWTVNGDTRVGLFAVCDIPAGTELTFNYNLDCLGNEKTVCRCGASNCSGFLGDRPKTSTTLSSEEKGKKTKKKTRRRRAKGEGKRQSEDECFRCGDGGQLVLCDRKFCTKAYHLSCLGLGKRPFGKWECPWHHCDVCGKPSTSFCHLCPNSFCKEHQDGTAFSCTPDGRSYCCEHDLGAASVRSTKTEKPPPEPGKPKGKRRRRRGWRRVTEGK
# * = called active by the depositor. These rows are one share of the data. The share of hits here may be higher or lower than overall.
SMILES,NSD2 block
C[C@@H]1O[C@@H](Oc2ccc(C3Oc4cc(O)cc(O)c4C(=O)C3O)cc2O)[C@H](O)[C@H](O)[C@H]1O (stereo not given in full),33
COc1ccc(C#Cc2cnc3c(c2)C(=O)N([C@@H](C)CO)C[C@@H](C)[C@@H](CN(C)CC2CC2)O3)cc1,-3
Cc1ccccc1-c1ccc2c(c1)O[C@H](CN(C)Cc1ccncc1)[C@@H](C)CN([C@@H](C)CO)S2(=O)=O,-7
Cc1noc(C)c1S(=O)(=O)N(C)C[C@H]1Oc2ccc(NC(=O)C3CCCCC3)cc2CC(=O)N([C@H](C)CO)C[C@H]1C,-3
COc1ccc(NC(=O)Nc2ccc3c(c2)CC(=O)N([C@H](C)CO)C[C@@H](C)[C@H](CN(C)S(=O)(=O)c2ccc(F)cc2)O3)cc1,-1
CC(C)CC#Cc1cnc2c(c1)C(=O)N([C@H](C)CO)C[C@@H](C)[C@@H](CN(C)Cc1ccc(F)cc1)O2,-2
COc1cccc(-c2ccc3c(c2)O[C@@H](CN(C)C(=O)c2ccccc2F)[C@@H](C)CN([C@H](C)CO)S3(=O)=O)c1,-1
C[C@@H]1CN([C@@H](C)CO)C(=O)c2cc(C#CCC3CCCC3)cnc2O[C@@H]1CN(C)C(=O)c1cnccn1,-4
O=C(C[C@H]1C=C[C@H](NC(=O)Nc2ccccc2F)[C@H](CO)O1)NCc1ccc(F)cc1,5
C[C@@H]1CN([C@@H](C)CO)C(=O)c2cc(Br)cnc2O[C@H]1CN(C)C(=O)C1CC1,5
C[C@H](CO)N1C[C@H](C)[C@@H](CN(C)C(=O)c2cnccn2)Oc2ncc(/C=C/c3ccccc3)cc2C1=O,-5
COc1ccc(S(=O)(=O)N(C)C[C@H]2Oc3c(NC(=O)NC4CCCCC4)cccc3C(=O)N([C@@H](C)CO)C[C@@H]2C)cc1,21
CC(=O)O[C@]1(C(C)=O)CCC2C3C[C@H](C)C4=CC(=O)CC[C@]4(C)C3CC[C@@]21C (stereo not given in full),1
C[C@H]1CN([C@@H](C)CO)C(=O)c2cc(C#CC3(O)CCCC3)cnc2O[C@@H]1CN(C)C(=O)CN(C)C,4
N=c1c2cnn(-c3ccccc3)c2ncn1/N=C/c1ccc(Cl)cc1,-4
C[C@H](CO)N1C[C@H](C)[C@@H](CN(C)S(=O)(=O)c2cn(C)cn2)Oc2ccc(NC(=O)Cc3cn(C)c4ccccc34)cc2C1=O,2
COc1ccc(S(=O)(=O)N(C)C[C@@H]2Oc3c(NC(=O)c4ccc(-c5nccs5)cc4)cccc3C(=O)N([C@H](C)CO)C[C@@H]2C)cc1,-13
COc1ccc(-c2cnc3c(c2)C(=O)N([C@H](C)CO)C[C@H](C)[C@H](CN(C)S(=O)(=O)c2cccc(F)c2)O3)cc1,0
COC(=O)c1ccccc1NC(=O)C1=C(C)NC(=S)NC1c1ccc(OC2CCCC2)c(OC)c1 (stereo not given),-3
COc1cc(O)c2c(=O)cc(-c3ccccc3)oc2c1OC,-4

# Nothing new here: 3 of the compounds above.
SMILES,NSD2 block
COc1ccc(-c2cnc3c(c2)C(=O)N([C@H](C)CO)C[C@H](C)[C@H](CN(C)S(=O)(=O)c2cccc(F)c2)O3)cc1,0
COC(=O)c1ccccc1NC(=O)C1=C(C)NC(=S)NC1c1ccc(OC2CCCC2)c(OC)c1 (stereo not given),-3
COc1cc(O)c2c(=O)cc(-c3ccccc3)oc2c1OC,-4

# Later entries
SMILES,NSD2 block
C[C@@H]1CN([C@@H](C)CO)C(=O)c2cc(C#CC3(O)CCCC3)cnc2O[C@H]1CN(C)C(=O)Cc1ccccc1,3
COc1ccc(S(=O)(=O)N[C@H]2C=C[C@@H](CC(=O)N3CCc4ccccc4C3)O[C@@H]2CO)cc1,-6
C[C@@H]1CN([C@H](C)CO)C(=O)c2cc(NC(=O)Nc3cccc4ccccc34)ccc2O[C@@H](C)CCCCO[C@@H]1CN(C)Cc1ccccc1,5
COc1ccc(S(=O)(=O)N(C)C[C@H]2Oc3ccc(NC(=O)Nc4cccc5ccccc45)cc3CC(=O)N([C@H](C)CO)C[C@H]2C)cc1,-1
C[C@H](CO)N1C[C@H](C)[C@H](CN(C)C(=O)NC2CCCCC2)Oc2ccc(NC(=O)C3CC3)cc2CC1=O,4
O=C(NO)c1cccc(C(=O)N/N=C/c2c[nH]c3ccccc23)c1,-2
C[C@@H]1CCCCO[C@@H](CN(C)S(=O)(=O)c2cccs2)[C@H](C)CN([C@H](C)CO)C(=O)c2cc(N(C)C)ccc2O1,-171
C[C@H]1CCCCO[C@H](CN(C)C(=O)CCCN(C)C)[C@@H](C)CN([C@@H](C)CO)C(=O)c2cc(NC(=O)Nc3ccccc3)ccc2O1,7
COc1ccc(NCc2ccc(C(=O)Nc3ccccc3[N+](=O)[O-])cc2)cc1OC,0
Cc1ccc(S(=O)(=O)Nc2ccc3c(c2)C(=O)N([C@@H](C)CO)C[C@@H](C)[C@@H](CN(C)S(=O)(=O)c2ccc(Cl)cc2)OCCCC[C@H](C)O3)cc1,-6
Cc1noc(C)c1S(=O)(=O)Nc1ccc2c(c1)C(=O)N([C@H](C)CO)C[C@H](C)[C@@H](CN(C)C(=O)Nc1ccccc1)O2,-6
C[C@@H]1CCCCO[C@H](CN(C)C(=O)Nc2ccc(F)cc2)[C@@H](C)CN([C@H](C)CO)C(=O)c2cc(NC(=O)Nc3ccc(F)cc3)ccc2O1,-3
CC(C)NC(=O)N(C)C[C@H]1Oc2cc(Br)ccc2S(=O)(=O)N([C@H](C)CO)C[C@H]1C,-4
C[C@H]1CN([C@@H](C)CO)C(=O)c2cccc(NC(=O)c3cnccn3)c2O[C@H]1CN(C)S(=O)(=O)c1cccs1,5
CNC[C@@H]1Oc2ccc(NC(=O)Cc3ccccc3)cc2CC(=O)N([C@H](C)CO)C[C@H]1C,7
CC(C)NC(=O)N(C)C[C@@H]1Oc2ncc(C#CC3(O)CCCC3)cc2C(=O)N([C@@H](C)CO)C[C@@H]1C,-1
CCCN(C)C[C@H]1Oc2cc(C#CCC3CCCC3)ccc2S(=O)(=O)N([C@@H](C)CO)C[C@H]1C,6
CC(=O)N(C)C[C@@H]1Oc2cc(C#CC(C)(C)O)ccc2S(=O)(=O)N([C@H](C)CO)C[C@H]1C,9
CC(=O)N(C)C[C@H]1Oc2ncc(/C=C/c3ccccc3)cc2C(=O)N([C@H](C)CO)C[C@H]1C,-3
C[C@@H](NC(=O)C[C@@H]1C[C@@H]2c3cc(NC(=O)CN(C)C)ccc3O[C@@H]2[C@@H](CO)O1)c1ccccc1,-6
COc1ccc(C#Cc2ccc3c(c2)O[C@H](CN(C)C(=O)CN2CCOCC2)[C@H](C)CN([C@@H](C)CO)S3(=O)=O)cc1,-2
COC(=O)[C@@]1(Cc2ccccc2)N=C(c2ccc(OCCCO)cc2)O[C@H]1c1ccccc1CN=[N+]=[N-],-4
C[C@@H]1CN([C@H](C)CO)C(=O)Cc2cc(NS(=O)(=O)c3cn(C)cn3)ccc2O[C@H]1CN(C)Cc1ccc(C(=O)Nc2ccccc2N)cc1,-3
C[C@@H]1CN([C@H](C)CO)C(=O)CCCn2nncc2CO[C@@H]1CN(C)C(=O)Cc1ccccc1,-3
C[C@@H]1CN([C@H](C)CO)C(=O)c2cc(N(C)C)ccc2O[C@@H]1CN(C)S(=O)(=O)c1ccc(Cl)cc1,10
COc1ccc(S(=O)(=O)Nc2cccc3c2O[C@@H](CN(C)S(=O)(=O)c2cn(C)cn2)[C@@H](C)CN([C@@H](C)CO)C3=O)cc1,-4
C[C@@H]1CN([C@H](C)CO)C(=O)c2cc(NC(=O)Cn3cnnn3)ccc2O[C@@H]1CN(C)C(=O)Nc1ccc(C(F)(F)F)cc1,-3
C[C@@H]1CN([C@@H](C)CO)C(=O)c2cccc(NC(=O)c3ccc(-c4nccs4)cc3)c2O[C@@H]1CN(C)S(=O)(=O)c1cccs1,3
COc1cc(/C=N/NC(=O)c2cccc(C(=O)NO)c2)ccc1O,2
COc1ccccc1NC(=O)N(C)C[C@@H]1Oc2ncc(C#CCN(C)C)cc2C(=O)N([C@@H](C)CO)C[C@H]1C,1
C[C@H](CO)N1C[C@H](C)[C@@H](CN(C)C)Oc2ccc(NS(=O)(=O)c3ccc(F)cc3)cc2CC1=O,1
C[C@@H]1CN([C@H](C)CO)C(=O)c2cc(NS(=O)(=O)c3ccc(F)cc3)ccc2O[C@@H](C)CCCCO[C@H]1CN(C)Cc1ccc(C(F)(F)F)cc1,-5
O=C(CCCCCCC(=O)Nc1ccccc1O)N/N=C/c1ccco1,7
C[C@@H]1CN([C@@H](C)CO)C(=O)c2cc(NS(=O)(=O)c3cn(C)cn3)ccc2O[C@@H](C)CCCCO[C@H]1CN(C)C(=O)CCCN(C)C,2
Cc1ccc(S(=O)(=O)N(C)C[C@@H]2Oc3ccc(NC(=O)Nc4cccc5ccccc45)cc3C(=O)N([C@@H](C)CO)C[C@@H]2C)cc1,-3
C[C@H]1CN([C@@H](C)CO)C(=O)c2cc(NC(=O)NC3CCCCC3)ccc2O[C@H]1CN(C)S(=O)(=O)c1cn(C)cn1,0
C[C@@H]1CN([C@H](C)CO)S(=O)(=O)c2ccc(-c3cccnc3)cc2O[C@H]1CN(C)C(=O)CC1CC1,1
C[C@@H]1CN([C@H](C)CO)C(=O)Cc2cc(NC(=O)Nc3ccccc3)ccc2O[C@@H]1CN(C)C(=O)Nc1cccc2ccccc12,2
O=C(CCCCCC(=O)N/N=C/c1ccc(Br)s1)NO,2
CC(C)NC(=O)Nc1ccc2c(c1)CC(=O)N([C@H](C)CO)C[C@H](C)[C@@H](CN(C)C(=O)NC(C)C)O2,-3

# Ordered by value in NSD2 block (rising): three from the list above
SMILES,NSD2 block
C[C@@H]1CN([C@H](C)CO)C(=O)c2cc(NS(=O)(=O)c3ccc(F)cc3)ccc2O[C@@H](C)CCCCO[C@H]1CN(C)Cc1ccc(C(F)(F)F)cc1,-5
COC(=O)[C@@]1(Cc2ccccc2)N=C(c2ccc(OCCCO)cc2)O[C@H]1c1ccccc1CN=[N+]=[N-],-4
C[C@@H]1CN([C@H](C)CO)C(=O)c2cc(N(C)C)ccc2O[C@@H]1CN(C)S(=O)(=O)c1ccc(Cl)cc1,10

# New compounds follow:
SMILES,NSD2 block
C[C@@H]1CN([C@H](C)CO)C(=O)c2cccc(NC(=O)CCCCCC(=O)Nc3ccccc3N)c2O[C@H]1CN(C)Cc1ccccc1,8
C[C@H]1CN([C@@H](C)CO)C(=O)c2c(c3ccccc3n2C)-c2ccccc2CO[C@H]1CN(C)C,-5
C[C@@H]1CN([C@H](C)CO)C(=O)c2cc(NC(=O)C3CC3)ccc2O[C@@H]1CN(C)CC1CCCCC1,4
CC(C)C#Cc1ccc2c(c1)O[C@@H](CN(C)C(=O)c1ccccc1)[C@@H](C)CN([C@@H](C)CO)S2(=O)=O,0
C[C@@H]1CN([C@@H](C)CO)C(=O)c2cccc(NS(=O)(=O)c3ccccc3)c2O[C@H]1CN(C)C(=O)Nc1ccc(F)cc1,1
COC(=O)CCCCCCC(=O)N/N=C/c1cc(Br)cc(OC)c1O,3
C[C@H]1CN([C@@H](C)CO)S(=O)(=O)c2ccc(/C=C/c3ccccc3)cc2O[C@@H]1CN(C)C,2
C[C@@H]1CN([C@H](C)CO)C(=O)c2cccc(NC(=O)C3CC3)c2O[C@H]1CN(C)Cc1ccncc1,3
C[C@@H]1CN([C@@H](C)CO)C(=O)c2cc(-c3cccc(F)c3)cnc2O[C@H]1CN(C)C(=O)C1CCCCC1,-2
C[C@H]1CN([C@@H](C)CO)C(=O)c2cc(NS(=O)(=O)c3cccs3)ccc2O[C@H]1CN(C)Cc1ccc(Oc2ccccc2)cc1,-5
CC(C)(OC(=O)c1ccccc1)[C@@H]1Cc2cc3ccc(=O)oc3cc2O1,15
C[C@@H]1CCCCO[C@H](CN(C)C(=O)Nc2ccccc2)[C@H](C)CN([C@H](C)CO)C(=O)c2cc(NC(=O)Nc3ccc(C(F)(F)F)cc3)ccc2O1,-3
O=C(O)C[C@H]1C[C@@H]2c3cc(NC(=O)Cc4ccncc4)ccc3O[C@@H]2[C@@H](CO)O1,-1
C[C@H]1CN([C@@H](C)CO)C(=O)CCCn2cc(nn2)CO[C@@H]1CN(C)C(=O)Nc1ccccc1,-2
C[C@@H]1CN([C@H](C)CO)C(=O)c2cc(-c3cccc(F)c3)cnc2O[C@@H]1CN(C)C,-3
C[C@H]1CN([C@@H](C)CO)S(=O)(=O)c2ccc(C3=CCCC3)cc2O[C@H]1CN(C)C(=O)CC1CC1,1
CC(C)NC(=O)N(C)C[C@H]1Oc2cc(-c3ccccc3)ccc2S(=O)(=O)N([C@@H](C)CO)C[C@@H]1C,22
Cc1ccc(S(=O)(=O)Nc2ccc3c(c2)C(=O)N([C@H](C)CO)C[C@H](C)[C@@H](CN(C)C(=O)NC2CCCCC2)O3)cc1,2
Cc1noc(C)c1NC(=O)Nc1ccc2c(c1)C(=O)N([C@@H](C)CO)C[C@H](C)[C@@H](CN(C)S(=O)(=O)c1cccs1)OCCCC[C@@H](C)O2,5
Cc1noc(C)c1NC(=O)N(C)C[C@H]1Oc2ccc(NC(=O)CCC(F)(F)F)cc2CC(=O)N([C@@H](C)CO)C[C@@H]1C,-1
C[C@@H]1CCCCO[C@@H](CN(C)C(=O)Nc2ccccc2)[C@H](C)CN([C@@H](C)CO)C(=O)c2cc(NS(=O)(=O)c3cccs3)ccc2O1,12
CS(=O)(=O)Nc1ccc2c(c1)[C@H]1C[C@H](CC(=O)NCCN3CCCCC3)O[C@H](CO)[C@H]1O2,8

# Single entries from the list:
# Value of CC(C)CC#Cc1cnc2c(c1)C(=O)N([C@H](C)CO)C[C@@H](C)[C@@H](CN(C)Cc1ccc(F)cc1)O2 in NSD2 block: -2
# Value of COc1ccc(S(=O)(=O)N(C)C[C@H]2Oc3c(NC(=O)NC4CCCCC4)cccc3C(=O)N([C@@H](C)CO)C[C@@H]2C)cc1 in NSD2 block: 21
# Value of C[C@@H]1CCCCO[C@@H](CN(C)C(=O)Nc2ccccc2)[C@H](C)CN([C@@H](C)CO)C(=O)c2cc(NS(=O)(=O)c3cccs3)ccc2O1 in NSD2 block: 12

# Screens (PubChem BioAssay)
